# GPR7 antag – blocks human GPR7 receptor signaling. P48145. GPR7-expressing cells, fluorescence antagonist assay. inhibition, % at 4.4 µM. hit rate 1.1% among 290,000. AID 1861; in the data active = inhibition above about 16%, passing the limit was not always enough;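 also: cells stimulated with the agonist NPW; 0% = agonist with vehicle and 100% = vehicle without agonist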
# Target sequence (P48145 whole entry, looked up): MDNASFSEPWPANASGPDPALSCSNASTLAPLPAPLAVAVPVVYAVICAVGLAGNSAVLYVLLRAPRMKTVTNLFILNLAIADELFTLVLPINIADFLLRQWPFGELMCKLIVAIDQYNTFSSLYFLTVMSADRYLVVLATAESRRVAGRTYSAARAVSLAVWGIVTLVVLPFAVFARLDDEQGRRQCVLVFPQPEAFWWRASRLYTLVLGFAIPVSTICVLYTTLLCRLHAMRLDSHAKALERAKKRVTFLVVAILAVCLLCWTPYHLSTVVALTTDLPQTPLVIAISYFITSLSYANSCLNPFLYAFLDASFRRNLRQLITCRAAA
# OXTR agonist – agonists of human oxytocin receptor; CHO-OTR cells, Fluo-8 calcium fluorescence; normalized: DMSO 0%, oxytocin 100%; activation, % at 3 µM; hit rate 0.32% among 320,000; AID 2435;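 active = activation above the mean of all tested compounds plus 3 SD, cutoff set per screening run, cut at about 20% in these data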;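 also: peak over basal fluorescence ratio from a 100 s FLIPR kinetic read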
# Target sequence (P30559 whole entry, looked up): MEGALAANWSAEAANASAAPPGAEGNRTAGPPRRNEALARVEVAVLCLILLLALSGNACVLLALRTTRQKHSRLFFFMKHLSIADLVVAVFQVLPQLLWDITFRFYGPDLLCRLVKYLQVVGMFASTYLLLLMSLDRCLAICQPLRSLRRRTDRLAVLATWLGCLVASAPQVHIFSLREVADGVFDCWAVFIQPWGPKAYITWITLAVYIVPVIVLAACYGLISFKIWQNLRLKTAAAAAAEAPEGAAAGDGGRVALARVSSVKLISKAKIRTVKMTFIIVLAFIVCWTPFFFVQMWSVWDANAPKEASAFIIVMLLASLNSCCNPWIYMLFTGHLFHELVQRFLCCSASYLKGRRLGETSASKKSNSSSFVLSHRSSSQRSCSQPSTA
# CHO parental Ca – counter-screen: ATP calcium response change in parental CHO cells | parental CHO-K1, ATP-induced calcium, Fluo-8 fluorescence | inhibition, % at 5.6 µM | hit rate 0.63% among 330,000;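 active = inhibition above that plate's mean sample inhibition plus 3 SD, cut at about 26% in these data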;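 also: 0% = ATP-challenged DMSO wells and 100% = DMSO wells without ATP; some compounds past the cut are filed as inactive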
#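 Assay system: parental CHO cells; Read-out basis: percent inhibition of ATP-evoked calcium rise, normalized to controls; Benchmarks: ATP and no-ATP DMSO wells; Compound dosing: single nominal dose of 5.6 µM per compound; Signal: Fluo-8 calcium dye fluorescence; Also added: ATP as calcium-mobilizing challenge; Repeats: singlicate.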
# CHO-K1 Ca antag – nonselective inhibitor or artifact in parental CHO-K1 cells; ATP-induced calcium, Fluo-8 fluorescence; inhibition, % at 3 µM; hit rate 0.6% among 360,000; AID 602250;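 active = inhibition above a per-plate cutoff, the plate's mean sample inhibition plus 3 SD, cut at about 24% in these data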;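 also: 0% = DMSO plus EC80 ATP and 100% = DMSO alone without ATP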
# V1aR counter – activates human V1a receptor in oxytocin agonist counter-screen. activation, % at 3 µM. CHO-V1R cells, Fluo-8 calcium fluorescence, agonist mode; 0% DMSO, 100% 3 nM vasopressin. hit rate 0.25% among 320,000. P37288;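 active = activation above the mean activation of all tested compounds plus 3 SD, per screening run, cut at about 20% in these data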;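 also: signal is peak over basal fluorescence ratio across a 100 second FLIPR read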
# M1 ag parental – nonselective activator or artifact in parental CHO-K1 cells; activation, % at 3 µM; Fluo-8 calcium fluorescence; scaled to maximal ATP response, vehicle zero; hit rate 0.48% among 360,000; in the data active = activation above about 15%;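 also: untransfected CHO-K1 host cells lacking M1 receptor as counterscreen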
# CHO-K1 Ca PAM – nonselective activator or artifact in parental CHO-K1 calcium assay; ATP EC20, Fluo-8 calcium fluorescence; 0% at ATP EC20, 100% at ATP max; activation, % at 3 µM; hit rate 0.02% among 360,000;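 active = activation above the run cutoff, the mean activation of all test compounds plus 3 SD, cut at about 40% in these data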;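 also: peak over basal fluorescence ratio in a 140 s read after ATP addition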
# TAAR1 antag – antagonists of human TAAR1. Q96RJ0. CHO RD-HGA16 TAAR1, Fluo-8 calcium fluorescence, antagonist. inhibition, % at 3 µM. hit rate 1.5% among 360,000. AID 624466;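 active = inhibition above a per-plate cutoff, the mean inhibition of test compounds on that plate plus 3 SD, cut at about 49% in these data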;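 also: 0% = DMSO plus EC80 beta-PEA response and 100% = DMSO alone without agonist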
# Target sequence (Q96RJ0 whole entry, looked up): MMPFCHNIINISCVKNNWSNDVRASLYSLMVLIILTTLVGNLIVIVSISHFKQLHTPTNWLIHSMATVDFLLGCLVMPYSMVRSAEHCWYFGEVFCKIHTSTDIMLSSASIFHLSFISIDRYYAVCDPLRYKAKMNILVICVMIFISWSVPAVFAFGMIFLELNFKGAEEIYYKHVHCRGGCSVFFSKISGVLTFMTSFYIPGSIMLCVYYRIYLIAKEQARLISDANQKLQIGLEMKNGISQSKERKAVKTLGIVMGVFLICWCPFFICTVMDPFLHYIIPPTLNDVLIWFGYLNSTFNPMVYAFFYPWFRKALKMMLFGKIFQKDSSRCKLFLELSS
#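 Material: RD-HGA16 CHO cells with stable hTAAR1 and Gα16; Dosing: single nominal final test compound concentration of 3 µM; Schedule: seeding 17-24 h prior, 75-min 37 °C, 30-min RT dye loading; Detection: kinetic Fluo-8 calcium fluorescence measurement; Measure: % inhibition from peak post-agonist over basal fluorescence ratio; Benchmarks: vehicle and agonist controls.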
# OXTR potentiate – potentiates the human oxytocin receptor response | hit rate 0.061% among 320,000 | P30559 | activation, % at 3 µM | CHO-OTR cells, Fluo-8 calcium fluorescence, potentiator mode; 0% = oxytocin EC15, 100% = EC100;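 active = activation above that plate's cutoff, the mean activation of tested compounds plus 3 SD, cut at about 6.6% in these data, passing the limit was not always enough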;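 also: 100% uses oxytocin at 75 nM as the full agonist control; some results filed as inactive read as strong as hits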
#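 assay system = CHO-OTR cells, human receptor | schedule = compound 6 min at room temperature before oxytocin, 100 s read | detection = Fluo-8 intracellular calcium fluorescence, ex 470-495, em 515-575 nm | evaluation = normalized max/min fluorescence ratio, % activation | control set = EC15 oxytocin alone as 0%, 75 nM oxytocin (EC100) as 100%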
# * = called active by the depositor; . = no result given.
# The first 3 compounds, to show the layout:
SMILES,GPR7 antag,OXTR agonist,CHO parental Ca,CHO-K1 Ca antag,V1aR counter,M1 ag parental,CHO-K1 Ca PAM,TAAR1 antag,OXTR potentiate
COc1ccc(C2NC(=O)NC(C)=C2C(=O)Nc2cc(C)ccc2C)cc1OC (stereo unspecified),-9.9,0.1,0.6,-0.3,0.7,0.0,10.5,-0.1,-4.5
O=C(COC(=O)c1ccccc1Br)NC(=O)NCc1ccccc1,.,-1.2,0.4,-3.9,0.2,-0.2,-17.6,0.9,-3.0
Nc1nc2c(c3c1c(=O)oc1ccccc13)CCCCC2,0.8,-0.1,3.4,-1.5,-0.1,0.1,9.3,6.5,-1.2

# This part in full, previewed entries included:
SMILES,GPR7 antag,OXTR agonist,CHO parental Ca,CHO-K1 Ca antag,V1aR counter,M1 ag parental,CHO-K1 Ca PAM,TAAR1 antag,OXTR potentiate
COc1ccc(C2NC(=O)NC(C)=C2C(=O)Nc2cc(C)ccc2C)cc1OC (stereo unspecified),-9.9,0.1,0.6,-0.3,0.7,0.0,10.5,-0.1,-4.5
O=C(COC(=O)c1ccccc1Br)NC(=O)NCc1ccccc1,.,-1.2,0.4,-3.9,0.2,-0.2,-17.6,0.9,-3.0
Nc1nc2c(c3c1c(=O)oc1ccccc13)CCCCC2,0.8,-0.1,3.4,-1.5,-0.1,0.1,9.3,6.5,-1.2
Nc1c(C(=O)NCCN2CCOCC2)c2nc3ccccc3nc2n1CCc1ccccc1F,9.0,11.8,0.4,-6.0,8.9,4.8,4.2,19.6,-9.1
COc1ccc([C@H]2CC(=O)C=C(c3ccc(Br)c4ccccc34)C2)cc1,.,0.3,-23.5,-17.9,1.4,1.3,25.5,-3.4,-5.3
O=C(CC(C(=O)O)c1ccccc1)Nc1cccc2ccccc12 (stereo unspecified),-11.8,0.5,-8.6,-4.7,0.2,-0.1,7.3,-4.5,0.9
COCCCn1c(SCC(=O)NC2CCS(=O)(=O)C2)nnc1-c1ccc(Cl)cc1 (stereo unspecified),.,0.2,-13.3,-6.5,0.5,-0.2,4.3,-18.6,-5.3
c1ccc(-c2csc(-c3ccncc3)n2)cc1,3.5,-2.5,-27.0,-16.0,-1.3,0.3,22.3,-32.5,-2.6
Cc1cc(C)c(S(C)(=O)=O)c(S(=O)(=O)c2ccc(Cl)cc2)n1,2.1,-0.1,-11.4,-16.3,-0.6,0.9,15.7,5.7,-1.5
Cc1ccc(OC(C)C(=O)N(C)Cc2ccccc2)c([N+](=O)[O-])n1 (stereo unspecified),-8.8,-0.6,-9.1,3.1,-0.7,1.2,-2.7,-7.9,-4.3
CN(C1CCCCC1)S(=O)(=O)c1ccc(C(=O)O)cc1,-4.1,0.5,-2.1,10.4,1.0,-0.3,-5.3,-11.6,-12.8
CC(=O)c1ccc(OCc2cc(C(=O)N3CCCCCCC3)no2)cc1,-8.7,.,.,3.0,.,6.7,-14.0,0.1,.
Cn1cnnc1SCC(=O)Nc1ncc(C(F)(F)F)cc1Cl,-3.5,0.7,-9.6,5.5,0.4,0.1,-4.0,-5.9,-11.5
CCC(Oc1ccccc1)C(=O)Nc1ncc([N+](=O)[O-])s1 (stereo unspecified),-12.3,14.5,8.7,-2.3,8.0,14.0,-10.6,-19.1,-15.8
CCC(C)N(C(=O)c1csnn1)C(C(=O)NC1CCCC1)c1c(F)cccc1Cl (stereo unspecified),-5.8,-1.4,-16.4,-21.6,-1.1,1.2,11.0,-9.8,-4.7
C=CCNC(=O)/C(=C/c1cccc([N+](=O)[O-])c1)NC(=O)c1ccccc1,-2.7,-0.4,-0.5,3.8,-0.3,0.5,10.7,10.8,-11.4
COc1ccc([N+](=O)[O-])cc1NC(=O)CC(c1ccccc1)c1ccccc1,-2.5,-1.5,-12.1,17.6,0.2,1.2,-10.1,13.2,-8.5
C#CCOCCOCCOCCNc1nc(N2CCN(C(=O)[C@H](C)n3cc(CCCN=C(N)N)nn3)CC2)nc(N2CCN(C(=O)[C@H](Cc3ccc(O)cc3)n3cc(CCO)nn3)CC2)n1,5.3,1.4,6.8,.,1.6,.,.,.,-6.4
Cc1[nH]c(=O)[nH]c(=O)c1S(=O)(=O)Nc1ccc(Cl)c([N+](=O)[O-])c1,0.5,-0.5,1.8,-1.9,0.3,-0.2,-18.4,-4.2,-9.8
C/C(CC(=O)NC1CCCC1)=N\NC(=O)C1CCCCC1,-3.7,.,.,-8.0,.,0.0,-7.1,-11.2,.
Cc1ccc(NC(=O)c2cc(S(=O)(=O)N3CCCCC3)c[nH]2)cc1C,2.8,-0.3,-1.4,-5.8,0.2,1.2,20.3,-28.4,-0.1
COc1cccc(C2/C(=C(/O)c3ccc4c(c3)CC(C)O4)C(=O)C(=O)N2CCCn2ccnc2)c1 (stereo unspecified),-9.2,-0.2,-2.1,-0.9,1.2,-0.4,-0.2,-15.4,-5.8
COc1ccccc1OCCC(=O)Nc1ccc2c(c1)OCO2,.,0.3,-6.9,-1.4,-0.3,0.2,0.8,-4.4,-0.7
CCC1(c2ccccc2)NC(=O)N(CC(=O)NNC(=O)CCN2CCN(c3ccccc3)CC2)C1=O (stereo unspecified),.,-0.1,-11.7,1.6,0.1,-0.5,10.9,-28.4,4.5
Nc1cc(N2CCCCC2)c(Cl)cc1[N+](=O)[O-],-7.1,-2.2,-6.4,-1.7,-0.1,0.5,14.1,1.1,-11.4
Cc1ccccc1Cn1c([N+](=O)[O-])cnc1C,-11.5,0.2,-2.4,4.4,0.9,0.6,8.1,-2.9,-2.1
CCCCc1c(O)nc(SCC(=O)NCC2CCCO2)[nH]c1=O (stereo unspecified),-2.9,-0.5,-6.1,-5.6,0.4,0.2,13.4,8.0,-11.7
C=CC[C@H](CC(=O)NCCO)C(=O)N[C@H](COC(=O)[C@@H](CC=C)Cc1ccc(F)cc1)C(C)(C)C,.,-0.1,-16.9,-12.1,0.1,0.3,18.0,4.5,1.9
Cc1csc(NC(=O)c2ccc(COc3ccccc3)o2)n1,-7.5,2.2,7.4,-13.1,5.0,6.8,-3.6,18.7,-8.9
CCOC(=O)Cn1c(=O)oc2cc(S(=O)(=O)NC3CCCCC3)ccc21,-5.0,2.9,-0.2,16.0,4.5,0.8,-3.3,.,-8.8
CC(=O)c1cnc2cc(-c3ccc(Cl)cc3)nn2c1C,-8.8,7.5,-16.6,-15.7,1.5,4.2,21.9,-13.0,-13.2
Cc1csc(=NC(=O)c2ccccc2)n1CCO,-7.6,0.2,-2.4,-8.3,0.1,0.8,17.0,-3.8,-12.7
O=C(Nc1cccc(C(=O)N2CCCC2)c1)c1ccccc1,-5.5,-0.2,-4.1,-14.5,0.1,0.2,22.4,-7.3,-1.2
O=C(Nc1cc(Cl)ccc1O)C1CC(c2ccccc2Cl)=NO1 (stereo unspecified),-6.4,.,.,-5.5,.,2.0,17.9,16.2,.
COc1ccc(NS(=O)(=O)c2cccc(C(=O)N3CCCCCCC3)c2)cc1,.,4.0,-17.1,-3.1,4.7,2.6,1.2,-5.2,-6.3
CN1CCC(N(C)C(=O)c2cc(=O)c3ccccc3o2)CC1,-5.8,0.2,-1.3,-13.6,0.7,2.1,17.9,-18.0,-8.7
COc1ccc(-c2ccc3oc(-c4ccsc4)c(-c4ccc(Br)nc4)c3c2)cc1,.,1.2,-15.4,.,0.8,.,.,.,4.7
COc1ccc(C2(c3ccc(OC)cc3)NC(=O)N(CC(=O)N(C)c3ccccc3)C2=O)cc1,3.1,4.7,-17.5,-5.1,6.2,7.1,0.8,42.9,-12.9
COc1ccc(NC(=O)C2CCCN(S(=O)(=O)c3cccnc3)C2)cc1OC (stereo unspecified),-11.5,0.3,-9.9,7.3,0.2,1.0,-14.6,-21.7,-0.7
CN1CCN(S(=O)(=O)c2ccc(Sc3nnnn3-c3ccccc3)c([N+](=O)[O-])c2)CC1,-10.5,-0.1,-7.8,-4.9,0.8,1.4,25.6,-14.3,-7.0
CCCc1cc(=O)oc2cc(OCC(=O)NCC3CCC(C(=O)O)CC3)ccc12 (stereo unspecified),-2.0,0.2,4.8,0.6,0.7,0.0,9.0,8.5,-3.1
COc1cc(/C=C2/CC(C)OC2=O)c([N+](=O)[O-])cc1OC (stereo unspecified),19.4,-0.7,-15.5,6.2,-0.2,-0.2,-18.5,-11.2,-7.0
COCCNCC(=O)Nc1ccc(OC(F)(F)F)cc1,-7.1,1.3,-1.7,-11.0,0.2,0.7,13.2,-32.0,2.0
COC(=O)c1ccc(NC(=O)C(=O)N2CCN(C(=S)Nc3ccc(C)cc3)CC2)cc1,8.6,0.9,-21.1,-16.7,0.7,1.5,13.3,-15.3,-4.1
COc1ccc(CNC(=O)CCc2nnc3ccc(NCCCN4CCCC4=O)nn23)cc1,-7.6,1.1,-6.2,-1.9,0.5,0.3,-11.0,-5.1,-10.1
CCc1c(C)nc(SCC(=O)Nc2cccc(Br)c2)[nH]c1=O,-8.0,3.7,-9.6,0.0,3.7,3.5,11.1,4.7,-8.1
COc1ccc(-c2nc(CCNC(=O)c3cccs3)cs2)cc1,19.1,1.4,-6.8,-2.2,6.2,6.1,14.5,36.1,-7.0
O=C(NCc1ccccn1)Nc1ccc(F)cc1F,-9.6,-1.4,-9.1,6.9,-0.4,0.1,-6.0,-28.3,-11.7
Cc1nc(C)c(C)nc1C,-5.3,0.6,3.6,.,0.5,.,.,.,-2.0
Cc1cc(-c2nnc3n2N=C(C(C)(C)C)CS3)n[nH]1,-11.0,-0.4,-8.0,-0.3,1.2,0.3,4.1,-5.3,-11.2
# (next part)
SMILES,GPR7 antag,OXTR agonist,CHO parental Ca,CHO-K1 Ca antag,V1aR counter,M1 ag parental,CHO-K1 Ca PAM,TAAR1 antag,OXTR potentiate
COc1ccc(CCNC(=O)c2cc(-c3ccncc3)nc3c(Cl)cccc23)cc1OC,7.1,-1.7,-36.0,-4.3,-0.2,5.0,-14.7,4.4,-16.1
C/C(CC(=O)Nc1ccc2c(c1)OCO2)=N\NC(=O)c1ccc(N)cc1,-1.9,-0.4,-6.6,-13.0,1.0,1.8,15.3,-9.5,2.1
C=CCSc1nnc(-c2ccc([N+](=O)[O-])cc2)o1,-4.7,-0.3,-2.0,-0.4,0.1,-0.1,3.1,3.6,-11.4
CCOC(=O)c1[nH]c2ccc(OC)cc2c1NS(=O)(=O)c1ccc(Cl)s1,5.2,-1.1,0.4,-9.4,1.4,3.2,18.0,2.8,-6.8
OCCOc1ccc(CN2CCCC(N3CCN(c4ccc(F)cc4)CC3)C2)cc1 (stereo unspecified),-16.5,0.8,-1.6,-7.9,0.4,0.5,-4.6,-11.7,8.5
COc1ccc(C(=O)Nc2ccccc2C(=O)NC(C(=O)NCc2ccco2)C(C)C)cc1 (stereo unspecified),-9.0,-0.1,-14.1,-11.7,0.9,1.2,19.5,-3.3,-4.1

# Bioassay records as filed in PubChem.
